Compound activity from PubChem.
PGC1a acetyl inh – lowers PGC1a acetylation signal in U2OS cells; AlphaScreen anti-acetyl-lysine; with virally co-expressed GCN5 acetyltransferase; inhibition, % at 15.6 µM; 0.17% of 350,000 active; AID 651687;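 active = every replicate shows inhibition of at least 40%; inconclusive = mean inhibition at least 40% but some replicate below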;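 note: 0% = neutral control wells and 100% = positive control wells; some results beyond the cut were filed as inactive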
LGR2 inh – inhibitors of bursicon-induced Drosophila LGR2 receptor cAMP signaling. HEK293 LGR2, CRE-luciferase, bursicon-stimulated, 4 h. inhibition, % at 9.99 µM. 0.35% of 380,000 active. AID 720647;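 active = drop in luminescence signal, shown as inhibition above about 50% in the replicate tests, limit read from the data, passing the limit was not always enough; inconclusive = probably only some replicates passing the limit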;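 note: agonist challenge used bursicon conditioned medium at about half maximal strength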
PAX8 inh HTS – PAX8 transcriptional activity inhibition; inhibition, % at 12.6 µM; RMG-I TPO-luciferase reporter, SteadyGlo, 24 h; 1.2% of 360,000 active;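 active = mean replicate inhibition at least 60% with every replicate also reaching 60%; inconclusive = only one of the two criteria is met; inactive = mean below 60% and not all replicates reaching 60%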;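 note: luciferase light reporting Pax8 driven TPO promoter activity; plate controls were median of neutral control wells for no effect and mitoxantrone controls for full effect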
PglD inh – blocks C. jejuni PglD acetyltransferase activity; purified PglD enzyme, DTNB colorimetric CoA detection; 0.098% of 360,000 active; inhibition, % at 12.5 µM; in the data active = inhibition above about 16%, passing the limit was not always enough; inconclusive = no clear call, values can overlap the other calls; note: strong numbers were not always called active
S100A4 MyoIIA – blocks human S100A4 binding to myosin IIA peptide | P26447 | S100A4/TAMRA-MyoIIA peptide fluorescence polarization | inhibition, % at 10.7 µM | 0.14% of 360,000 active;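 active = mean inhibition of at least 70% across replicates, with every replicate also reaching that level; inconclusive = mean inhibition reaches 70% but some replicates fall short; inactive = mean inhibition below 70%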
Target sequence (P26447 whole entry, looked up): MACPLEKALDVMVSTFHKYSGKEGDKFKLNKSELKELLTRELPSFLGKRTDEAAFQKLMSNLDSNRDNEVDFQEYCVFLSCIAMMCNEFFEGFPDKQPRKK
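System – human S100A4 monomer protein, biochemical binding assay · Buffer or medium – Calcium-containing HEPES buffer, pH 7.2 · Timing – 5 min between mix addition and reading · Also added – TAMRA-labelled myosin IIA heavy-chain peptide probe, 5 nM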
EWS-Fli inh – blocks EWS/Fli oncoprotein-driven transcription; AID 651661; 0.67% of 350,000 active; inhibition, % at 12.6 µM; A673 NR0B1-luciferase reporter, viability-normalised;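 active = mean inhibition of at least 50% after viability correction, with every replicate also passing that limit; inconclusive = mean reaches 50% but only one of two replicates passes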;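 note: firefly luciferase signal divided by Alamar Blue viability fluorescence both relative to DMSO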
FN deposit inh – fibronectin deposition inhibition. AH1F fibroblasts, Alexa488-fibronectin deposition fluorescence, overnight. inhibition, % at 12.6 µM. 0.086% of 350,000 active;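 active = mean inhibition across replicates of 30% or more, regardless of how many single replicates reach that level; inconclusive = mean under 30% yet at least half of replicates reach 30%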;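 note: positive control wells lacked labelled fibronectin entirely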
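Material: AH1F fibroblast monolayer depositing Alexa488-labelled fibronectin into matrix | Input: 10000 AH1F cells/well | Medium: DMEM plus 2% serum, read in PBS | Reagent: Alexa488-fibronectin, 24 nM final in well | Compound dosing: One dose per compound, pinned | Schedule: 1 h adhesion, overnight exposure | Measured by: Fluorescence at 485 nm excitation, 525 nm emission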
ERAP1 HTS inh – blocks human ERAP1 aminopeptidase activity | Q9NZ08 | recombinant ERAP1, Leu-AMC fluorescence, 60 min | inhibition, % at 10.7 µM | 0.15% of 340,000 active;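 active = mean replicate inhibition of at least 30%, or all replicates individually reaching that 30% level; inactive = mean below 30% and not every replicate reaching it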;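 note: 0% = neutral control wells and 100% = L-leucinethiol positive control wells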
Target sequence (Q9NZ08 whole entry, looked up): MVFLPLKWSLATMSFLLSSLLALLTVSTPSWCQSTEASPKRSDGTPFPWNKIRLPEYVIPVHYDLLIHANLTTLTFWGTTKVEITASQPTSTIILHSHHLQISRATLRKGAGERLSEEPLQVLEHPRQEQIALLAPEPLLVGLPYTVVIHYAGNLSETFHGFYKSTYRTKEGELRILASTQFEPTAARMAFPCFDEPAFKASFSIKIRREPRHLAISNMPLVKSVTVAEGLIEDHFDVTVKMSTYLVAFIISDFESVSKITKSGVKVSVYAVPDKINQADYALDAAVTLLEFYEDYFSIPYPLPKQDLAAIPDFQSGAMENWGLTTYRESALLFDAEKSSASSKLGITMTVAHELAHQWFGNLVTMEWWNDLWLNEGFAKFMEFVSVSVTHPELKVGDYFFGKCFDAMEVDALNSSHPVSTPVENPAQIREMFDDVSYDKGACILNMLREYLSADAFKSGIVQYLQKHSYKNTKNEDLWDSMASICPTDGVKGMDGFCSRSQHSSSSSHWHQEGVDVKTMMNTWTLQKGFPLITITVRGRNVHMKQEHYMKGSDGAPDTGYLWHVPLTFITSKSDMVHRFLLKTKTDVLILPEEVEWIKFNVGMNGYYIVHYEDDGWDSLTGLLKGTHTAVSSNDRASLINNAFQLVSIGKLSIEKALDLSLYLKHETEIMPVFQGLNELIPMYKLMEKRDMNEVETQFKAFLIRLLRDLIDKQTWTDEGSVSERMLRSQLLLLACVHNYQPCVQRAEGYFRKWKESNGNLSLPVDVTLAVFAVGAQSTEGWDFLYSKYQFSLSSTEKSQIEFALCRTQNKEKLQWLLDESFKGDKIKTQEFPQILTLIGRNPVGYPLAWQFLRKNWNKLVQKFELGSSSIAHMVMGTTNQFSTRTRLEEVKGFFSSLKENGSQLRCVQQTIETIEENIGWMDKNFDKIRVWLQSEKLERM
The depositor's hits bear a star; ? = inconclusive; . = no result given; & = joins results of further samples. Random draw from the library, and some 2.1% of all compounds hit somewhere here.

SMILES	PGC1a acetyl inh	LGR2 inh	PAX8 inh HTS	PglD inh	S100A4 MyoIIA	EWS-Fli inh	FN deposit inh	ERAP1 HTS inh
O=C(C[C@H]1CC[C@@H]2[C@H](COC[C@@H](O)CN2S(=O)(=O)c2ccc(F)cc2)O1)N[C@H]1CCN(Cc2ccccc2)C1	-6	-3	16	-2	-1	4	-4	-1
CO[C@@H]1CN(C)C(=O)c2cc(NS(=O)(=O)c3cn(C)cn3)ccc2OC[C@@H](C)N(Cc2ccc(C(F)(F)F)cc2)C[C@H]1C	-6	12	15	-1	2	-1	-2	-1
CCCCCCCCCCCC(=O)N1CC(=O)NC(=O)C1	6	2	5	-2	-1	5	1	.
CO[C@H]1CN(C)C(=O)c2cc(NC(=O)C3CCC3)ccc2OC[C@@H](C)N(Cc2ccc(F)cc2)C[C@H]1C	.	7	9	-3	2	0	-4	-1
C[C@H](CO)N1C[C@H](C)[C@H](CN(C)C(=O)CCC(F)(F)F)OCCCC[C@H](C)Oc2ccc(NC(=O)Cc3ccccc3)cc2C1=O	6	13	3	1	5	-2	.	0
C[C@@H]1CN([C@H](C)CO)C(=O)c2cc(NS(C)(=O)=O)ccc2O[C@H]1CN(C)C(=O)NC1CCCCC1	0	-2	-1	-2	4	-4	.	-1
COC(=O)c1cc(S(=O)(=O)N2CCN(c3ccccc3OC)CC2)cn1C	11	3	7	5	3	5	-5	4
Cc1cc(C)c2oc(-c3cccc(N)c3)nc2c1	1	.	-118	7	-3	-78	5	2
NC(=O)CSc1nnc(-c2ccc(S(=O)(=O)N3CCCC3)cc2)n1Cc1ccco1	-6	-1	.	.	-1	-7	.	6
CC(=O)N1CCOc2ccc(S(=O)(=O)Nc3ccc(C)cn3)cc21	-6	-9	2	0	11	.	-3	0
CNC(=O)C[C@H]1CC[C@@H]2[C@@H](COc3ccc(NS(=O)(=O)c4cccc(F)c4)cc3C(=O)N2C)O1	3	3	-19	5	-29	5	-7	0
CC(c1nc2ccccc2c(=O)[nH]1)N1CCN(C)CC1 (stereo not given)	-15	.	-5	-1	.	.	3	.
C[C@H]1CN([C@@H](C)CO)C(=O)Cc2cc(NS(=O)(=O)c3ccc(Cl)cc3)ccc2O[C@H]1CN(C)Cc1ccncc1	-4	11	8	4	-18	-5	7	-1
CCCC1CC(CSc2ncn[nH]2)OC1=O (stereo not given)	.	3	-1	-2	-2	-6	0	5
CN1C(=O)c2cc(NC(=O)c3ccc(F)c(F)c3)ccc2OC[C@H]2O[C@H](CC(=O)N[C@@H]3CCN(Cc4ccccc4)C3)CC[C@@H]21	.	-2	18	3	-4	7	-2	-5
COc1ccc(C2/C=C\CN(C(=O)Oc3ccc(C(F)(F)F)cc3)CC(=O)N2Cc2ccc(F)cc2)cc1 (stereo not given)	-17	11	18	5	2	1	-17	-1
CN(C(=O)COc1cc(=O)n(C)c2ccccc12)c1ccc(Cl)cc1	.	10	11	-2	-1	-5	-1	-2
CC(C)NC(=O)Nc1ccc2c(c1)C(=O)N([C@H](C)CO)C[C@H](C)[C@H](CN(C)C(=O)NC1CCCCC1)OCCCC[C@@H](C)O2	-1	7	-6	0	35	.	.	2
C[C@H]1CN([C@@H](C)CO)C(=O)c2cc(-c3cccc(F)c3)cnc2O[C@H]1CN(C)Cc1ccncc1	4	11	3	2	3	-5	.	-2
CCC(=O)N1CCCCN2[C@H](CO)[C@H](c3ccc(-c4cccnc4)cc3)[C@H]2C1	-3	0	-1	-3	5	-6	.	3
CSc1ccccc1C(=O)N(CC1CCCO1)c1c(N)n(Cc2ccccc2)c(=O)[nH]c1=O (stereo not given)	.	8	2	1	-1	-4	-3	0
Cc1ccc(NC(=O)C2(C)CCN2C(=O)C2CCCCC2)cc1C (stereo not given)	-16	.	-5	0	0	-2	.	-3
CN1C(=O)c2cc(NC(=O)C3CCOCC3)ccc2OC[C@H]2O[C@H](CC(=O)NCC3CC3)CC[C@@H]21	2	12	-16	5	-45	-4	8	0
Cc1c(CC(=O)N[C@@H](C)C(=O)O)c(=O)oc2c(C)c3occ(-c4ccccc4)c3cc12	-9	4	-7	-3	3	10	0	23
CCC(=O)Nc1ccc2c(c1)C(=O)N(C)[C@@H]1CC[C@H](CC(=O)NC3Cc4ccccc4C3)O[C@H]1CO2	2	7	24	3	-1	-3	-7	0
O=C(Nc1cccc(Cl)c1)N[C@@H]1CC[C@@H](CCNC(=O)C2CCCC2)O[C@H]1CO	5	5	-7	1	-2	2	3	3
NC(c1cccc(F)c1)c1nc(-c2ccc(Cl)cc2)cs1 (stereo not given)	2	-20	-4	-1	-3	-6	-11	-3
N#Cc1c(C#N)c(O)c2ccccc2c1O	?	2	7	-4	0	1	5	2
C/C=C/c1ccc([C@H]2[C@@H](CO)N(C(C)=O)[C@@H]2CN(CCC)C(C)=O)cc1	8&2	8	-2&-9	-3&4	.	-5&0	-22	.
Cc1ccc2nc(NC(=O)CSCc3ccccc3)sc2c1	-1	.	-16	-2	.	.	-8	.
CC(C)(C)Cc1c(-c2ccccc2)nc2ccc(Cl)cn12	-22	-17	-16	1	-14	-9	-5	-3
CC(C)n1ncc2c(C(=O)Nc3ccc(S(C)(=O)=O)cc3)cc(C3CC3)nc21	-7	-14	0	0	-6	-5	-6	-4
CCOC(=O)C1(NC(=O)C2(N3C(=O)c4ccccc4C3=O)CCCC2)CCCC1	8	1	-8	1	-9	3	11	0
COc1cccc(C(=O)NCCC(=O)NCc2cc(=O)n(C)c(=O)n2C)c1	8	1	-18	0	-3	.	4	-1
O=[N+]([O-])c1ccc(OCCOc2ccccc2/C=N/n2cnnc2)cc1	11	2	10	.	-8	-9	5	8
CCC(=O)Nc1ccc2c(c1)C(=O)N(C)C[C@H](OC)[C@@H](C)CN[C@@H](C)CO2	16	28	.	0	5	3	-7	1
Cc1ccc(C)c(NC(=O)CN(C)C(=O)c2ccccc2OCc2ccccc2Cl)c1	.	-13	17	5	0	4	-2	0
C[C@@H]1CCCCO[C@@H](CN(C)Cc2ccc3c(c2)OCO3)[C@@H](C)CN([C@@H](C)CO)C(=O)c2cc(NS(=O)(=O)c3cn(C)cn3)ccc2O1	-3	-6	3	0	.	-1	-7	.
Cc1ccc(N2CC(C(=O)Nc3ccc(N4CCOCC4)cc3)CC2=O)cc1C (stereo not given)	.	-7	3	1	2	-3	1	-4
C[C@@H]1CN([C@H](C)CO)C(=O)c2cc(N(C)C)ccc2O[C@@H]1CN(C)C(=O)Nc1ccccc1	0	-9	6	-5	0	-3	.	2

Single values from the entries so far:
Entry of Cc1ccc2nc(NC(=O)CSCc3ccccc3)sc2c1 under PAX8 inh HTS: -16
Entry of Cc1ccc(N2CC(C(=O)Nc3ccc(N4CCOCC4)cc3)CC2=O)cc1C (stereo not given) under LGR2 inh: -7
Entry of CCC(=O)Nc1ccc2c(c1)C(=O)N(C)[C@@H]1CC[C@H](CC(=O)NC3Cc4ccccc4C3)O[C@H]1CO2 under LGR2 inh: 7

Further results:
SMILES	PGC1a acetyl inh	LGR2 inh	PAX8 inh HTS	PglD inh	S100A4 MyoIIA	EWS-Fli inh	FN deposit inh	ERAP1 HTS inh
COc1ccc(C2CC(=O)Oc3cc(OC)c(OC)c(OC)c32)cc1 (stereo not given)	-10	16	-32	0	-2	-2	1	.
COc1ccc(NC(=O)c2ccc(NC(=O)c3cccnc3)cc2)cc1	.	7	12	-1	-3	-2	-1	1
O=C(NC1CCOCC1)C1CCC(=O)N(CCc2ccc(Cl)cc2)C1 (stereo not given)	-6	-13	-21	1	0	.	8	-3
COc1ccccc1NC(=O)N1C[C@@H]2[C@H](c3ccccc31)[C@H](CO)N2C(C)=O	9	-7	1	-1	-1	-5	.	3
CN(C)C(=O)[C@@H]1[C@@H](CO)[C@@H]2Cn3c(ccc(C4=CCCC4)c3=O)[C@H]1N2Cc1cccnc1	-6	12	-11	-2	-3	6	.	2
CCOC(=O)c1ccc(NC2Nc3cc(C)nn3S2)cc1 (stereo not given)	1	-2	-26	-3	0	0	.	-3
O=C(Nc1ccc(S(=O)(=O)N2CCCC2)cc1)Nc1ccc(F)cc1F	9	17	1	1	0	.	.	-3
COc1ccc(CC(=O)Nc2ccc(N(C)C)c3ccccc23)cc1	-7	12	18	-4	0	-1	1	2
S=c1[nH]nc(Nc2ccccc2Cl)s1	3	-2	-47	.	-2	-27	-8	-1
O=C1C2CCCCN2C(=O)N1CCCCN1CCN(c2ccc(F)cc2)CC1 (stereo not given)	16	.	-14	5	3	9	-2	-4
C/C=C/c1ccc([C@@H]2[C@@H](CO)N3CCCCN(C(=O)Nc4ccccc4F)C[C@@H]23)cc1	7	-2	-27	4	-12	-2	.	0
CC1Cc2cc(S(=O)(=O)N3CCCC(C(=O)N4CCCCC4)C3)ccc2N1C(=O)C1CC1 (stereo not given)	.	-10	-19	-1	-1	.	7	0
Cc1noc(C)c1NC(=O)N(C)C[C@@H]1OCCCC[C@@H](C)Oc2ccc(NC(=O)Nc3ccc(F)cc3)cc2C(=O)N([C@@H](C)CO)C[C@H]1C	-10	6	-6	-1	5	-10	-10	0
COc1ccc(N(CC(=O)Nc2cccc3ccccc23)S(C)(=O)=O)cc1	.	16	-9	3	-6	-6	-1	0
O=C(C[n+]1ccc2ccccc2c1)c1cccc2ccccc12	.	-3	-5	.	1	9	8	1
O=C(c1ccco1)N1CCN(Cc2nc3ccc([N+](=O)[O-])cc3c(=O)n2-c2ccccc2F)CC1	8	.	33	1	.	.	4	.
Cc1ccc(S(=O)(=O)N(C)C[C@@H]2OCCCC[C@H](C)Oc3ccc(NS(=O)(=O)c4cn(C)cn4)cc3C(=O)N([C@H](C)CO)C[C@H]2C)cc1	-3	3	-4	3	5	-4	24	1
O=c1c2c3c(sc2nc(NCCOCCO)n1Cc1ccco1)CCCCC3	-7	-12	-38	.	-6	0	3	0
CCOC(=O)c1cnn(-c2nc(-c3ccc(F)cc3)cs2)c1C(F)(F)F	6	.	11	3	.	.	-8	.
COCCNC(=O)c1cc2c(c(-c3cccc(-c4cc5ccccc5o4)c3)n1)[C@@H](CCO)N(S(=O)C(C)(C)C)C2 (stereo not given in full)	3	-4	-11	-2	-19	-11	13	3
Cc1coc2cc3oc(=O)c4c(c3cc12)CCCC4	0	-8	.	2	2	0	.	-1
C[C@H](CO)N1C[C@H](C)[C@H](CN(C)Cc2ccc3c(c2)OCO3)OCCCC[C@H](C)Oc2ccc(NC(=O)C3CCCCC3)cc2C1=O	.	1	-8	-1	4	6	.	-4
Cc1cc(C(C)(C)C)ccc1Oc1cccc2c1S(=O)(=O)N(C1CCCC1)CC(COCc1ccccc1)O2 (stereo not given)	-3	-32	3	-5	2	12	10	-1
O=C(C1CCC1)N1CC2(C1)[C@@H](c1ccccc1)[C@H](CO)N2C(=O)c1ccccn1	4	-4	-2	.	14	-10	.	-1
COc1ccc(N(C)S(=O)(=O)c2ccc(Cl)c(C(=O)NNC(=O)c3ccccc3O)c2)cc1	.	13	9	-3	9	-2	2	-1
CO[C@@H]1CN(C)C(=O)c2ccc(NS(=O)(=O)c3cn(C)cn3)cc2OC[C@H](C)N(Cc2cccc(F)c2)C[C@@H]1C	-5	-5	.	1	-1	0	2	0

Just S100A4 MyoIIA (two entries from above):
SMILES,S100A4 MyoIIA
O=C(C1CCC1)N1CC2(C1)[C@@H](c1ccccc1)[C@H](CO)N2C(=O)c1ccccn1,14
C/C=C/c1ccc([C@@H]2[C@@H](CO)N3CCCCN(C(=O)Nc4ccccc4F)C[C@@H]23)cc1,-12
